RAD52 anneal inh: RAD52 DNA annealing inhibitors, primary screen, biochemical, FRET, single point, set 2; DNA repair protein RAD52 homolog (Homo sapiens), P43351; recombinant RAD52 DNA annealing, FRET fluorescence; inhibition, % at 18.7 µM; actives 0.46% (n = 360,000); AID 651710, 2012;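 active = every replicate showing at least 50% inhibition; inconclusive = mean inhibition at least 50% but not in every replicate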
Target sequence (P43351 whole entry, looked up): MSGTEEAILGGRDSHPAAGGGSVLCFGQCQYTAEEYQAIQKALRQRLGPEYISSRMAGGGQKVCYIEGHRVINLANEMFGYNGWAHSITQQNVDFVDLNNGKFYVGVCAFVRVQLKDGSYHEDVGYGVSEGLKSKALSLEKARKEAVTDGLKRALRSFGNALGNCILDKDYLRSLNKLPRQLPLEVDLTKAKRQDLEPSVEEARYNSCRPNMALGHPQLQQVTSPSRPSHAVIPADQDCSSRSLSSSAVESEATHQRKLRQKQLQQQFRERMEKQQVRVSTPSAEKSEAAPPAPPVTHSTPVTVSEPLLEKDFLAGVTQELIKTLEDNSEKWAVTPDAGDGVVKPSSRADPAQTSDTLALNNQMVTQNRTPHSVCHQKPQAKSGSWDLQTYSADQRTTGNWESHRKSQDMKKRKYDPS
S100A4 inh HTS: inhibitors of S100A4-myosin IIA peptide binding, primary screen, biochemical, fluorescence polarization, TAMRA-MyoIIA peptide | actives 0.14% (n = 360,000) | inhibition, % at 10.7 µM | Protein S100-A4 (Homo sapiens), P26447;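 active = mean inhibition of at least 70% across replicates, with every replicate also reaching that level; inconclusive = mean inhibition reaches 70% but some replicates fall short; inactive = mean inhibition below 70%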
Target sequence (P26447 whole entry, looked up): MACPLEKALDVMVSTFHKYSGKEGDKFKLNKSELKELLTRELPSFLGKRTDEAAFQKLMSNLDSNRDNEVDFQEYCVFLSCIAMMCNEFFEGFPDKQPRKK
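assay system = human S100A4 monomer with TAMRA-labelled myosin IIA peptide | also added = labelled myosin peptide probe, 5 nM | incubation = 5 min between mix addition and reading | control set = DMSO and TFP controls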
ERAP1 inh: human ERAP1 aminopeptidase inhibitors, primary screen, biochemical, single point, plate reader | Endoplasmic reticulum aminopeptidase 1 (Homo sapiens), Q9NZ08 | recombinant ERAP1, Leu-AMC fluorescence, 60 min | actives 0.15% (n = 340,000) | inhibition, % at 10.7 µM;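 active = mean replicate inhibition of at least 30%, or all replicates individually reaching that 30% level; inactive = mean below 30% and not every replicate reaching it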;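 note: 0% = neutral control wells and 100% = L-leucinethiol positive control wells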
XiGFP reactiv: activators of inactive X chromosome reactivation, primary screen, imaging, XiGFP fibroblasts, GFP high-content imaging, set 2; XiGFP mouse fibroblasts, % GFP-positive cells imaging, 3 d; cells co-treated with 5-aza-dC sensitizer; scaled so ellipticine positive control = 100%; activation, % at 7.58 µM; actives 0.055% (n = 360,000); AID 743238, 2013;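 active = mean normalized replicate activation at least 10% and every replicate at or above 10%; inconclusive = only one of the two criteria met; inactive = mean below 10% and not all replicates reach 10%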;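 note: 0% = median of on-plate neutral control wells and 100% = ellipticine 6 µM median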
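Material: SV40-immortalized XiGFP fibroblast cells, line 68-5-11 | Buffer or medium: DMEM containing 5-aza-dC | Dosing: One concentration, pinned | Times: 3 d treatment, 15 min room-temperature fixation | Controls: Ellipticine 6 µM positive control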
esBAF inh: Bmi1 luciferase reporter increase in mESCs, primary screen, esBAF inhibitor project, mouse ES cells, Bmi1 luciferase knock-in, single point. actives 2% (n = 350,000). 24 h; 100% = twice the neutral-well signal. reporter increase, % at 12.5 µM. AID 602393, 2012; in the data active = activation above about 40%; inconclusive = no clear call, values can overlap the other calls;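 note: 0% = median of the plate's neutral control wells and 100% = double that signal; a rise in the Bmi1 reporter signal indicates esBAF inhibition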
ERp5 block: inhibitors of ERp5-driven insulin aggregation, primary screen, biochemical, turbidity, absorbance 650 nm, single point; AID 651711, 2012; actives 0.05% (n = 350,000); inhibition, % at 9.99 µM; 90 min;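 active = mean replicate inhibition above about 25%, with every replicate also reaching it, limit read from the data, passing the limit was not always enough; inconclusive = only one of those two criteria met; inactive = neither criterion met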
Target sequence (Q15084 whole entry, looked up): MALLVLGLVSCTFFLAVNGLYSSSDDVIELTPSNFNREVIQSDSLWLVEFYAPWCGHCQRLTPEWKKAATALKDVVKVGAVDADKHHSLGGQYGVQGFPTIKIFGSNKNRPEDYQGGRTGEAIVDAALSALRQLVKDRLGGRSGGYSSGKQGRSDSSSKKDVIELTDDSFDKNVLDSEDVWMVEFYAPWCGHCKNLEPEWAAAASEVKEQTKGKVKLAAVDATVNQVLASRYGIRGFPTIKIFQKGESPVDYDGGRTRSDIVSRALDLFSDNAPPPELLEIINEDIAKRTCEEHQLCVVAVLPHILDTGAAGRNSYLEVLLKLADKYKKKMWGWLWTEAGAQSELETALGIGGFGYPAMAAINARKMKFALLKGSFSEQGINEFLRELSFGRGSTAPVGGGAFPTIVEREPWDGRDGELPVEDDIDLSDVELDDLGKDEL
RAD54 inh: inhibitors of human RAD54 branch migration, primary screen, biochemical, fluorescence, single point; RAD54 Holliday junction branch migration, FAM/BHQ fluorescence; inhibition, % at 10.4 µM; actives 0.14% (n = 360,000); AID 602329, 2012;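 active = mean normalized replicate activity at least 40 and at least half of replicates scoring 40 or more; inconclusive = only one of the two criteria met; inactive = mean below 40 and under half of replicates reaching 40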;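 note: 0% = median of neutral control wells and 100% = median of positive control wells; inhibitors cause a drop in the FAM fluorescence signal; in these data hits start at about 50%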
E-sel inducer: E-selectin induction in HUVECs, primary screen, imaging, HUVEC, immunofluorescence imaging, single point | P16581 | normalized: neutral wells 0, TNF-alpha wells 100 | activation, % at 7.58 µM | actives 0.37% (n = 260,000) | AID 686992, 2013;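 active = mean E-selectin-positive cell signal at least 10% of the positive control, reached in at least 60% of replicates, without over 20% cell loss; inconclusive = no rule given, readout overlaps actives, possibly toxicity-flagged; inactive = the rest, including those meeting only one limit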;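 note: in these data hits start at about 27%; measured in HUVEC primary endothelial cells; signal is the percent of cells scored E-selectin positive by PE staining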
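System: HUVEC, human umbilical vein endothelial cells; quantity: 3,000 cells/well; buffer or medium: EGM-2 medium, gelatin-coated wells; dosing: single-point compound dose; detection: immunofluorescence imaging; evaluation: % PE-positive cells; benchmarks: TNF-alpha, DMSO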
Active calls of the source: *; ? = inconclusive; . = not tested or not shown.

SMILES	RAD52 anneal inh	S100A4 inh HTS	ERAP1 inh	XiGFP reactiv	esBAF inh	ERp5 block	RAD54 inh	E-sel inducer
COc1ccccc1-c1ccc2c(c1)O[C@H](CN(C)CC1CCOCC1)[C@@H](C)CN([C@H](C)CO)S2(=O)=O	22	2	1	0.0	-1	-1	7	-0.1
Cc1ccc(S(=O)(=O)N(C)C[C@H]2Oc3ccc(NC(=O)C4CC4)cc3CC(=O)N([C@H](C)CO)C[C@H]2C)cc1	4	55	0	0.6	-2	-1	0	0.8
C[C@H]1CN([C@@H](C)CO)C(=O)Cc2cc(NC(=O)C3CCCCC3)ccc2O[C@H]1CN(C)C	1	14	2	0.0	-1	1	2	-0.1
S=C(Nc1ccc(Br)cc1)Nc1ccc2c(c1)OCCO2	-12	-3	2	0.2	?	5	17	.
CCOP(=O)(OCC)C(NC(=O)Nc1ccc(C)cc1)C(N)=O (centres undefined)	-13	-2	0	0.5	.	-4	8	-0.2
CC(=O)CCn1cnc([N+](=O)[O-])n1	-23	6	-1	0.0	.	-1	.	.
O=C(Cc1ccc(-c2ccccc2)cc1)Nc1ncccc1O	-25	4	1	0.0	.	-1	-9	0.2
O=C(c1cc(Cl)ccc1Cl)N1CCOCC1	14	-3	-6	.	-8	-69	-7	.
CC(=O)c1ccccc1NC(=O)c1ccc(OCc2c(C)noc2C)cc1	-28	2	1	0.2	.	-3	0	.
Cc1oc(-c2ccc(Cl)cc2)nc1CS(=O)CC(=O)NCc1ccccn1 (centres undefined)	-18	1	1	0.1	-4	2	5	.
Cc1ccc(S(=O)(=O)N(CCCO)CC(O)CON=C2c3ccccc3-c3ccccc32)cc1 (centres undefined)	-16	-4	4	0.1	.	-6	.	.
COc1ccc2c3c([nH]c2c1)[C@H](CO)N(CC1CC1)CC31CCN(S(=O)(=O)c2cccc(F)c2)CC1	-32	-7	-6	0.1	.	0	.	0.4
CCCNC(=O)c1ccc2c(c1)nc(C)n2-c1cccc(C)c1	-8	-5	-2	0.0	-2	-2	11	-0.2
O=C(CSc1nc2ncc(Br)cc2[nH]1)c1cccc([N+](=O)[O-])c1	-4	-1	3	0.2	.	-11	.	.
C[C@@H]1CN([C@H](C)CO)C(=O)c2cc(NC(=O)Nc3ccc4c(c3)OCO4)ccc2O[C@@H](C)CCCCO[C@H]1CN(C)Cc1ccc(C(=O)O)cc1	0	9	0	-1.1	-1	2	3	0.0
C/C(=N\NC(=O)COc1ccccc1[N+](=O)[O-])c1cccs1	7	0	-3	0.0	53*	1	-12	1.2
O=C(N/N=C/c1cc(Cl)cc([N+](=O)[O-])c1O)c1ccccc1NS(=O)(=O)c1cccs1	-56	1	.	.	-8	6	-13	0.0
CN(C)c1ccc(C=C2C=CC=C2)cc1	-14	0	3	0.1	6	2	-5	-0.3
CCOC(=O)N1CCN(C(=S)Nc2ccc(C)cc2C)CC1	-10	1	3	-0.1	.	0	.	0.2
Cc1c(CCCN)c2ccccc2n1Cc1ccccc1	24	-3	1	0.0	-6	1	5	7.3
C=CCc1cc(C=Nc2ccc(N3CCOCC3)cc2)cc(OCC)c1O	2	-11	1	0.0	5	2	0	-0.2
CCN(Cc1ccccc1)C(=O)CN1C(=O)COc2ccc(S(=O)(=O)NC3CCCC3)cc21	4	0	3	0.0	-1	-3	-13	.
Oc1c(Br)cc(Br)cc1/C=N/n1c(-c2ccccc2)n[nH]c1=S	-17	-8	0	0.1	-7	4	1	0.2
Cc1nc2c(sc(=S)n2Cc2ccco2)c(=O)n1CC(=O)Nc1ccc(F)cc1	-17	0	5	0.3	3	7	0	.
CC(C)Nc1ncnc2[nH]ncc12	0	-2	2	-0.1	-2	4	-1	0.0
COc1ccc(/C=N/OCC(=O)N2CCCC2)c(OC)c1	4	-4	0	0.0	.	0	.	3.0
CCC(=NCCc1c(C)[nH]c2ccccc12)C1=C(O)CC(c2ccccc2)CC1=O (centres undefined)	-59	-26	2	0.0	4	0	3	2.2
CC(C)(C)OC(=O)[C@H](Cc1ccccc1)NC(=O)c1nc[nH]c1C(=O)N1CCN(C(=O)OC(C)(C)C)CC1	-4	3	.	0.0	4	3	-14	0.0
Cc1n[nH]c(=S)n1-c1ccc(Cl)cc1	-15	-3	5	0.0	.	2	.	3.5
Cc1ccc([N+](=O)[O-])c(OCCN2C(=O)NC(C)(C)C2=O)c1	-5	-2	0	0.3	.	0	.	10
CC(C)c1ccc(C2(C)NC(=O)N(C(C)C(=O)Nc3ccc(N4CCOCC4)cc3)C2=O)cc1 (centres undefined)	-7	-3	-2	0.1	-1	7	6	-0.2
CCN(CC)S(=O)(=O)c1ccc(NC=C(C#N)C#N)cc1	-14	-1	3	0.1	-5	2	-11	-2.9
O=C(CNC(c1ccccc1)c1ccccc1)Nc1ccccc1Br	-20	0	-3	0.0	-6	-3	-5	4.1
C[C@@H]1CCCCO[C@@H](CN(C)C(=O)Nc2cccc3ccccc23)[C@H](C)CN([C@H](C)CO)C(=O)c2cc(NS(=O)(=O)c3ccccc3)ccc2O1	-15	-24	1	0.1	4	0	-13	.
C[C@@H]1CN([C@H](C)CO)C(=O)Cc2cc(NC(=O)C3CCCCC3)ccc2O[C@@H]1CN(C)Cc1ccc2c(c1)OCO2	6	2	-2	-0.1	1	-1	6	-0.2
C[C@@H]1CCCCO[C@@H](CN(C)S(C)(=O)=O)[C@H](C)CN([C@@H](C)CO)C(=O)c2cc(NC(=O)C3CCCCC3)ccc2O1	-1	5	0	-0.3	-3	5	0	0.0
CCC(C)C(=O)Nc1cc([N+](=O)[O-])ccc1Cl (centres undefined)	-8	9	-3	0.9	.	-4	.	-2.8
O=C(CNC(=O)c1cccs1)N=Nc1c(O)[nH]c2ccc(Br)cc12	-9	-25	9	0.0	.	2	.	4.4
Cc1ccccc1CN1CCN(C(=O)[C@H]2O[C@@H](n3ccc(=O)[nH]c3=O)[C@H](O)[C@@H]2O)CC1	2	-3	-2	0.0	4	1	-1	-0.1
COCC(=O)Nc1ccc2c(c1)OC[C@H](C)N(C(=O)Cc1cccnc1)C[C@@H](C)[C@H](OC)CN(C)C2=O	10	-11	-3	0.4	.	3	.	-0.1

A draw from above in order of molar mass, highest first.
SMILES	RAD52 anneal inh	S100A4 inh HTS	ERAP1 inh	XiGFP reactiv	esBAF inh	ERp5 block	RAD54 inh	E-sel inducer
C[C@@H]1CCCCO[C@@H](CN(C)C(=O)Nc2cccc3ccccc23)[C@H](C)CN([C@H](C)CO)C(=O)c2cc(NS(=O)(=O)c3ccccc3)ccc2O1	-15	-24	1	0.1	4	0	-13	.
CC(C)(C)OC(=O)[C@H](Cc1ccccc1)NC(=O)c1nc[nH]c1C(=O)N1CCN(C(=O)OC(C)(C)C)CC1	-4	3	.	0.0	4	3	-14	0.0
CC(C)c1ccc(C2(C)NC(=O)N(C(C)C(=O)Nc3ccc(N4CCOCC4)cc3)C2=O)cc1 (centres undefined)	-7	-3	-2	0.1	-1	7	6	-0.2
Cc1ccccc1CN1CCN(C(=O)[C@H]2O[C@@H](n3ccc(=O)[nH]c3=O)[C@H](O)[C@@H]2O)CC1	2	-3	-2	0.0	4	1	-1	-0.1
O=C(CNC(=O)c1cccs1)N=Nc1c(O)[nH]c2ccc(Br)cc12	-9	-25	9	0.0	.	2	.	4.4
O=C(CNC(c1ccccc1)c1ccccc1)Nc1ccccc1Br	-20	0	-3	0.0	-6	-3	-5	4.1
Cc1ccc([N+](=O)[O-])c(OCCN2C(=O)NC(C)(C)C2=O)c1	-5	-2	0	0.3	.	0	.	10
CCN(CC)S(=O)(=O)c1ccc(NC=C(C#N)C#N)cc1	-14	-1	3	0.1	-5	2	-11	-2.9
CCC(C)C(=O)Nc1cc([N+](=O)[O-])ccc1Cl (centres undefined)	-8	9	-3	0.9	.	-4	.	-2.8
Cc1n[nH]c(=S)n1-c1ccc(Cl)cc1	-15	-3	5	0.0	.	2	.	3.5

Carrying on:
SMILES	RAD52 anneal inh	S100A4 inh HTS	ERAP1 inh	XiGFP reactiv	esBAF inh	ERp5 block	RAD54 inh	E-sel inducer
CCCCNC(=O)/C=C/c1ccc(S(=O)(=O)Nc2ccc(OC)cc2)cc1	-19	-6	-4	0.0	-4	-4	-7	.
C[C@H](CO)N1C[C@H](C)[C@H](CN(C)C(=O)C2CCOCC2)Oc2ncc(/C=C/c3ccccc3)cc2C1=O	1	-5	1	0.7	-3	?	-8	0.0
CCCCCOc1ccc(NC2=CC(=O)CCC2)cc1	-12	-5	1	0.3	-14	0	-15	.
O=C(NCCc1c[nH]c2ccccc12)c1ccc(Cl)cc1	-10	5	2	0.1	39	2	0	2.6
CN1CCN(C(=O)C[C@@H]2CC[C@H]3[C@@H](COC[C@@H](O)CN3Cc3ccc4c(c3)OCO4)O2)CC1	-2	4	2	0.3	-3	2	-2	0.0
COc1ccc(/C=N\NC(=O)c2cccc(F)c2)cc1COc1ccccc1	-22	-10	.	1.2	-5	-3	.	.
C[C@@H]1CN([C@@H](C)CO)C(=O)c2cc(NC(=O)Cc3ccccc3)ccc2O[C@@H]1CN(C)C(=O)Nc1ccccc1	3	11	-2	0.0	5	1	11	-0.1
O=C(C[C@@H]1C=C[C@H](NC(=O)c2ccccc2)[C@@H](CO)O1)NCCc1ccncc1	15	-2	1	-0.3	-3	4	9	-0.2
CCOc1ccc(N2CC(C(=O)N3CCCC3)CC2=O)cc1 (centres undefined)	5	22	-8	0.0	-7	2	11	-0.2
COCC(=O)Nc1ccc2nc3n(c(=O)c2c1)CCCCC3	-9	-13	-2	-0.3	3	-1	-14	.
Cc1ccccc1NC(=O)CCc1nnc2ccc(N3CCC4(CC3)OCCO4)nn12	10	0	1	0.1	-4	0	-1	.
CC(C)C(C(=O)N1CCN(Cc2ccccc2)CC1)c1ccccc1 (centres undefined)	3	1	3	-0.1	-6	-2	-11	.
CC(C)[C@H]1COCCS(=O)(=O)N1Cc1ccccc1-c1cccc2c1oc1ccccc12	12	0	.	-0.1	-2	3	9	-0.7
Cc1ccnc(NS(=O)(=O)c2ccccc2)n1	-8	-4	-2	.	4	4	-4	.
COc1ccc(NC(=O)Nc2ccc3c(c2)CC(=O)N([C@@H](C)CO)C[C@@H](C)[C@@H](CN(C)Cc2ccccc2)O3)cc1	-19	-8	-2	-1.2	-5	1	-1	1.2
CC1CCN(C(=O)Cn2c(=O)c3cccn3c3ccccc32)CC1	-8	0	2	-0.1	9	-6	-9	.
COc1ccc(-c2nn(-c3ccccc3)cc2/C=N/Nc2ccc(S(N)(=O)=O)cc2[N+](=O)[O-])cc1OC	-3	-2	5	1.2	0	-2	.	.
